Screening results (PubChem BioAssay)
PvdQ inh = blocks Pseudomonas aeruginosa PvdQ acylase activity; purified PvdQ acylase, fluorescence plate reader; inhibition, % at 10 µM; 340,000 compounds, 0.063% hits; AID 488965; in the data active = inhibition above about 30%, passing the limit was not always enough; inconclusive = no clear call, values can overlap the other calls;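 also: 0% = vehicle neutral wells and 100% = reference inhibitor wells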
Wnt act = activators of Wnt/beta-catenin signaling. Wnt/beta-catenin reporter cell assay, activator, plate reader. activation, % at 9.35 µM. 300,000 compounds, 1.2% hits. AID 743398; in the data active = activation above about 30%, passing the limit was not always enough; inconclusive = no clear call, values can overlap the other calls;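 also: 0% = neutral control wells and 100% = positive control wells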
HTR5A ag ctr = activates human HTR5A in OPRM1-OPRD1 agonist counter-screen; HTR5A agonist assay, luminescence, cell-based; activation, % at 9.3 µM; 340,000 compounds, 0.61% hits; AID 504692; in the data active = activation mostly above about 9.5%, no sharp cut-off; inactive = mostly below about 7.6%;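 also: 0% = cells with vehicle only and 100% = reference agonist; strong numbers were not always called active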
NSD2 inh = NSD2 (human) methyltransferase inhibition. NSD2 peptide methylation, AlphaScreen, 120 min. inhibition, % at 12.5 µM. 310,000 compounds, 0.54% hits. AID 743445; in the data active = inhibition above about 50%
Target sequence (O96028 whole entry, looked up): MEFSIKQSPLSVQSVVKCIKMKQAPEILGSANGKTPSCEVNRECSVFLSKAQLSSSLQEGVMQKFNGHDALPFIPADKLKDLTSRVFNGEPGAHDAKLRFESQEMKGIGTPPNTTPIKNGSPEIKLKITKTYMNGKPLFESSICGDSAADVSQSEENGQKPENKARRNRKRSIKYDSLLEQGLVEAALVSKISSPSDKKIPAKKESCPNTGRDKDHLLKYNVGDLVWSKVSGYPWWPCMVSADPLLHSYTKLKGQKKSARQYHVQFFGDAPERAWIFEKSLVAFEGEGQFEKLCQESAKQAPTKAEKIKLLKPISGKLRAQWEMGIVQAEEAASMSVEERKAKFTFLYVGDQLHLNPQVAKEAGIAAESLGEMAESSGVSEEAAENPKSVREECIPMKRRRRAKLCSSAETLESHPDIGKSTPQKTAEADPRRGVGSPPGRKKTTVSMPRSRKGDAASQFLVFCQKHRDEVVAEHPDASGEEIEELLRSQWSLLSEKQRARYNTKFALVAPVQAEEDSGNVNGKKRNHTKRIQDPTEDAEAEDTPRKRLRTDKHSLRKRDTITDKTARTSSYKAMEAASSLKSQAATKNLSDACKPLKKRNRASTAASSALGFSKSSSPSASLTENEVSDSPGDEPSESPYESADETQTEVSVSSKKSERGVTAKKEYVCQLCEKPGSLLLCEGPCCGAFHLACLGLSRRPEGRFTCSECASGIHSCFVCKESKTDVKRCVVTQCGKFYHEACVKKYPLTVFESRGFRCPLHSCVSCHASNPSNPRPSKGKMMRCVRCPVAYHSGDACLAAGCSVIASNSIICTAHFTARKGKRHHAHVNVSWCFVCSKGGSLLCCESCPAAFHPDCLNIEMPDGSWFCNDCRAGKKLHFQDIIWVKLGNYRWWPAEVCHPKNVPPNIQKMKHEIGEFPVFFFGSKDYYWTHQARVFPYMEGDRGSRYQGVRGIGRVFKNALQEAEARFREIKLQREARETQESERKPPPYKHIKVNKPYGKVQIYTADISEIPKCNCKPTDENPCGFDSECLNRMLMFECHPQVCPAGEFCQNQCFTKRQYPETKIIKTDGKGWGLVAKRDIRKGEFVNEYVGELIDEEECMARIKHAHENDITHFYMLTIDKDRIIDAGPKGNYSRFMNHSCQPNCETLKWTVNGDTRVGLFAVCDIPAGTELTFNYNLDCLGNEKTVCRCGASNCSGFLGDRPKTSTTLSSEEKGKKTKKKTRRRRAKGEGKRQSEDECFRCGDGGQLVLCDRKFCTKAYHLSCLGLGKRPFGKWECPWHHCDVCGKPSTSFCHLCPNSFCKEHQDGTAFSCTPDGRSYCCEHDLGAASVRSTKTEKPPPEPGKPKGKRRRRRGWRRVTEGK
dFosB activator = mouse delta FosB homodimer activation. P13346. AID 493131. activation, % at 25 µM. purified delta FosB, TAMRA-CDK5 oligo fluorescence polarization; percent of positive-control signal above neutral wells. 340,000 compounds, 0.99% hits;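 active = mean activation above about 17%, with every replicate also reaching it, limit read from the data, passing the limit was not always enough; inconclusive = only one of the two conditions met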;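 also: fluorescence polarization rise as delta FosB binds a TAMRA Cdk5 AP-1 oligo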
MITF TRPM1 HTS = MITF TRPM1 promoter activation in melanoma cells; 300,000 compounds, 0.75% hits; SK-MEL-5 TRPM1-promoter luciferase, 24 h; % of positive control, neutral wells = 0; activation, % at 12.5 µM;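 active = mean activation of at least 80% with every replicate also reaching 80%; inconclusive = mean reaches 80% but some replicate falls short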;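 also: 0% = neutral control wells and 100% = parthenolide positive control wells; values of inactives mirror those of a sister screen read the other way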
HTR5A inv ag = inverse agonist of human HTR5A in OPRM1-OPRD1 counter-screen. P47898. HTR5A cell line, luminescence, inverse agonism. inhibition, % at 9.3 µM. 340,000 compounds, 0.083% hits; in the data active = inhibition mostly above about 23%, no sharp cut-off; inactive = mostly below about 18%;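 also: 0% = cells with DMSO and 100% = no-cell wells with DMSO; some compounds called inactive have numbers as strong as hits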
V-ATPase pHluor = regulators of yeast V-ATPase proton transport. 350,000 compounds, 0.37% hits. response, % at 10 µM. S. cerevisiae, pHLuorin cytosolic pH fluorescence; in the data active = response mostly above about 7.3%, no sharp cut-off; inactive = mostly below about 5.4%; also: actives read high; inactives centre near 0; some compounds called inactive have numbers as strong as hits; reference of the scale not given here
SR-BI HDL uptake = inhibitors of mouse SR-BI mediated HDL lipid uptake; Q61009; ldlA[mSR-BI] CHO cells, DiI-HDL uptake fluorescence, 3 h; inhibition, % at 12.5 µM; 320,000 compounds, 0.96% hits;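 active = mean replicate inhibition of at least 70% and a set share of replicates each scoring 70 or more; inconclusive = meets just one of the two criteria; inactive = fails both criteria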;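 also: 0% = median of neutral control wells and 100% = median of positive control wells; values of inactives mirror those of a sister screen read the other way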
CDK5 p35 inh = CDK5/p35 (human) kinase inhibition. inhibition, % at 10 µM. 330,000 compounds, 0.01% hits. Recombinant CDK5/p35, ADP-Glo luminescence, 60 min;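 active = highest replicate inhibition of at least 50% and at least 75% of replicates reaching 50%; inconclusive = only one of the two criteria met; inactive = both criteria failed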;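 also: plate controls were DMSO neutral control for no effect and GW8510 at 10 µM for full effect; many of its hits are not listed in these tables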
* hit, by the source's call; u = inconclusive; x = no result given.

structure,PvdQ inh,Wnt act,HTR5A ag ctr,NSD2 inh,dFosB activator,MITF TRPM1 HTS,HTR5A inv ag,V-ATPase pHluor,SR-BI HDL uptake,CDK5 p35 inh
Brc1cccc(-c2nnc(SCc3nc4ccccc4[nH]3)o2)c1,-2,x,-4,-1,2,15,9,2,-21,2.0
O=C(NCc1ccco1)C1CCCN(S(=O)(=O)c2cccc3cccnc23)C1 (stereo not drawn),8,-3,1,x,-4,-9,-4,-4,-8,1.2
O=S(=O)(NC1C2CC3CC(C2)CC1C3)c1ccc(F)cc1 (stereo not drawn),10,0,-5,2,-5,9,4,-5,-13,-1.3
O=C(CC1C[C@H](C(=O)N2CCOCC2)[C@@]2(CCC3CCCC3)c3[nH]c4ccccc4c3CCN2C1=O)NCCN1CCOCC1 (stereo partly drawn),-1,-1,-1,x,-12,-5,2,3,5,0.0
COc1ccc(C(=O)CSc2nc3ccccc3n2CC(=O)NC(C)(C)C)cc1,1,x,x,-3,-2,-5,x,2,-9,-0.3
O=C(NN=C1CCN(Cc2ccccc2)CC1)c1ccccc1O,-2,-1,8,-1,-5,2,10,2,-3,0.8
O=C(NCc1cccnc1)c1ccc2c(c1)N(Cc1ccccc1)CCS2,2,10,-6,0,-6,1,20,-4,-6,-2.3
CCCCN(C(=O)c1ccc(S(=O)(=O)N(C)C)cc1)c1ccccc1,-2,1,4,x,1,4,15,3,36,-1.1
Cc1c(Cl)cccc1NC(=O)CCCN1C(=O)CCC1=O,-3,x,3,-2,0,3,-9,1,-17,-1.1
O=C(NC(c1ccccc1)c1ccccc1)c1ccc(Br)o1,7,0,0,-4,-6,8,-4,-7,-1,1.2
COC(=O)CCSc1nccn1Cc1ccccc1,-12,-1,4,1,-6,0,-11,4,-27,0.6
Clc1ccc2c(NNc3ccccc3Cl)ccnc2c1,-2,x,4,3,0,x,-25,2,5,1.8
CC(C)(CNC(=O)c1ccc(Br)o1)CNC(=O)c1ccc(Br)o1,-18,-3,1,2,-4,-4,-2,1,-33,-1.0
CCOc1cc(/C=N\NC(=O)c2ccc(C)nc2)cc([N+](=O)[O-])c1O,-5,-2,-6,9,-6,-10,-4,4,-40,1.7
Cc1ccc(CNc2ccc(S(=O)(=O)N3CCOCC3)cc2[N+](=O)[O-])cc1,7,-5,-5,2,-10,17,11,5,-37,0.4
CCOc1cc(CNCCCN2CCOCC2)ccc1OCC(=O)Nc1cccc2ccccc12,5,x,2,-2,1,-22,-17,-4,-22,0.4
COC(=O)Cn1cnc2c(C#N)c3n(c2c1=O)CCCC3,-9,x,-3,-4,-15,-10,-12,-3,-9,0.4
Cc1ccc2nc(SCC(=O)Nc3c(C)n(C)n(-c4ccccc4)c3=O)[nH]c2c1,-9,x,0,-5,0,-17,0,-1,-3,2.1
COc1ccc(-c2nc3ccccc3c(=O)n2NC(=O)c2cccnc2Cl)cc1OC,-10,x,0,-2,1,-2,0,3,-21,-2.3
CCc1sc(C(=O)N2CCN(C(=O)c3ccccc3)CC2)cc1C,-7,0,2,-1,-10,-7,-13,6,17,-1.4
O=C(CSc1nc2ccccc2c(=O)n1-c1ccc(F)cc1)Nc1ccc(Cl)c(S(=O)(=O)N2CCOCC2)c1,-15,-2,5,-1,-4,0,-13,0,18,0.1
CCOc1ccc(S(=O)(=O)N2CCOCC2)cc1NC(=O)CSCC(=O)Nc1ccc(C)cc1,-13,-2,2,-1,-12,4,-22,-1,-10,1.1
CC(=O)N1CCc2c(sc(NC(=O)CN3C(=O)c4ccccc4C3=O)c2C(N)=O)C1,21,-2,2,x,1,-17,-5,-3,-17,12
COc1cc(/C=C(\C#N)C(=O)N2CCOCC2)cc(Br)c1O,-11,-2,-2,1,-3,-1,5,4,-8,1.9
COc1ccc(S(=O)(=O)NN(C)c2nc(C(F)(F)F)nc3ccccc23)cc1,3,-1,5,-2,-7,-9,2,4,1,1.1
Fc1ccc(CNC(=S)Nc2cccc(Cl)c2)cc1,-6,4,1,-4,-2,-1,-2,1,9,-1.0
COc1ccc(NC(=O)NC(C)c2ccccc2)cc1 (stereo not drawn),-17,1,1,13,6,3,9,2,-15,1.0
O=C(c1cc(-c2ccncc2)nc2ccccc12)N1CCN(c2ncccn2)CC1,-7,0,-1,x,-10,-5,3,-9,23,2.2
C/C(=N\Nc1ccc(F)cc1)c1ccc(N2CCOCC2)c(F)c1,6,2,-2,8,-7,-10,6,-1,6,1.4
O=C(N/N=C/c1cc2ccccc2nc1Cl)c1ccncc1,-4,-1,7,-4,-23,-3,3,1,8,-2.2
Cc1nn(C)c(C(=O)Nc2ccn(Cc3ccccc3F)n2)c1[N+](=O)[O-],-6,x,-7,x,2,-1,-15,-1,13,-3.5
C=C(C)COc1ccc2c(C)c(CCC(=O)N3C[C@H]4C[C@@H](C3)c3cccc(=O)n3C4)c(=O)oc2c1,-2,-4,-1,x,-8,-10,10,-2,-3,0.7
CC(=O)Nc1ccc(S(=O)(=O)NC(C)CCc2ccccc2)cc1 (stereo not drawn),-7,0,2,-6,-5,x,-5,5,10,-1.6
Cn1c(O)c(N=Nc2nc(-c3ccccc3)cs2)c2ccccc21,-5,x,-5,6,-6,5,12,-2,-4,-0.1
COc1ccc(S(=O)(=O)Cc2ccc(C(=O)N3CCN(c4ccccn4)CC3)o2)cc1,-34,x,2,x,-11,4,-7,-2,9,-0.2
CN(C)c1nc(SCC(=O)Nc2ccc(Cl)c(Cl)c2)nc(N2CCOCC2)n1,-9,-1,-3,-2,5,-7,9,0,22,1.4
Cc1cc(C)nc(NC(=O)Nc2ccc(F)cc2F)n1,-19,18,5,-2,-7,56,12,1,6,-0.1
CCCC(=O)NCCc1nc2cc([N+](=O)[O-])ccc2n1C,-4,0,0,0,-10,6,0,2,-19,0.5
COc1c(O)ccc(/C=N\NC(=O)c2ccc3c(c2)OCO3)c1[N+](=O)[O-],-8,2,-3,1,6,28,-19,-3,11,1.1
COc1ccc(CCNC(=O)C2CCCN(S(=O)(=O)c3cccc4nonc34)C2)cc1OC (stereo not drawn),-7,-1,2,0,-5,-4,-9,-3,48,0.8
Cc1ccc(N(CC(=O)NC2CCCC2)C(=O)CCC(=O)Nc2ccccn2)cc1C,-13,0,1,0,-18,12,-2,1,-17,-0.9
Cc1nn(-c2ccccc2)c2[nH]c(=O)cc(C(F)(F)F)c12,-12,0,2,-2,-2,-4,-21,3,x,-1.5
OCCC1CN(Cc2cccn2-c2ccccn2)CCN1Cc1ccccc1 (stereo not drawn),-17,-3,0,7,-1,0,8,-2,x,-0.5
Cc1c(C(=O)NCC2CCCO2)sc2nc(-c3ccc(F)cc3)cn12 (stereo not drawn),5,-19,5,x,-12,x,-14,0,32,1.1
O=C(O)c1cc(-c2ccc(Cl)cc2)n(-c2ccc(F)cc2)n1,-13,2,4,1,-9,3,-17,-2,-13,0.3
Cc1cc(O)c(C(C)C)cc1N=Cc1ccc([N+](=O)[O-])cc1,-13,4,0,12,-12,-12,0,-4,13,-0.4
CCOC(=O)N1CCN(C(=O)CN(c2cccc(OC)c2)S(C)(=O)=O)CC1,-14,12,0,-1,2,3,1,-1,5,0.8
COc1ccc(C(CNC(=O)COc2ccc(Cl)c(C)c2)N2CCCCC2)cc1 (stereo not drawn),-6,-3,-2,2,-19,4,-13,1,-35,-0.1
COc1ccccc1CN1CC(C(=O)NCCN2CCOC2=O)CCC1=O (stereo not drawn),3,0,0,-1,3,-4,9,1,-18,-1.0
COc1ccc(/C=N/n2c(-c3cc(C)[nH]n3)n[nH]c2=S)cc1,5,4,1,-1,-6,-2,-2,2,1,1.3
CNS(=O)(=O)c1c(C)cc(C)c(N(C)S(=O)(=O)c2ccccc2)c1C,4,-10,2,1,-2,10,5,9,5,1.0
COc1ccc2[nH]cc(C(=O)CN3CCCC(C)C3)c2c1 (stereo not drawn),-11,x,-1,2,-8,6,-6,-1,-19,-1.0
CCC(=O)N1CCCc2cc(S(=O)(=O)NCc3cccs3)ccc21,7,-1,4,1,2,4,-29,2,-5,-1.2
COc1ccccc1C(=O)COC(=O)c1cccs1,-10,-2,0,-3,-3,80,2,3,13,0.1
CC(C)CNC(=S)NC1CCCC1,-17,x,-6,-2,0,-10,14,0,4,-4.4
COc1ccc(NC(=O)CSc2nc3c(sc4ccccc43)c(=O)n2CCCN2CCCC2)cc1,-13,x,0,x,u,-83,-34,0,-13,-0.2
COC(=O)c1ccc([C@@H]2C[C@H]3CN(Cc4cccnc4)C(=O)[C@]34CCCN24)cc1,8,x,9,7,0,2,4,-3,-19,-0.9
COc1ccc(C(=O)ON=C2C=C(C)C(=O)C(C)=C2)cc1,-5,3,4,-1,-4,-18,11,-1,-16,-5.7
CCn1c(-c2ccc([N+](=O)[O-])cc2)n[nH]c1=S,2,-3,0,0,0,x,-35,-5,6,0.9
CN(C)S(=O)(=O)c1ccc(N2CCCC2)c(C(=O)Nc2ccccc2Br)c1,-8,-2,-3,0,-8,-3,8,1,-17,-1.4

The listing continues.
structure,PvdQ inh,Wnt act,HTR5A ag ctr,NSD2 inh,dFosB activator,MITF TRPM1 HTS,HTR5A inv ag,V-ATPase pHluor,SR-BI HDL uptake,CDK5 p35 inh
C[C@@H](C(=O)OCC(=O)c1ccccc1)N1C(=O)C2CCCCC2C1=O (stereo partly drawn),-7,-1,-8,0,-3,4,20,x,-34,1.2
CCCNC(=O)CN1C(=O)COc2ccc(S(=O)(=O)N3CCCCCC3)cc21,-5,2,1,-1,-2,-1,-7,2,-11,0.7
COCCCNC(=O)c1cc(-c2cccnc2)nc2ccc(S(=O)(=O)N3CCCCCC3)cc12,2,-2,-4,5,-6,-10,-1,0,-21,1.4
Cc1nc2ccccc2c(C)c1C(=O)c1ccc(F)cc1,-7,-1,-2,-4,0,3,5,-1,-8,-1.3
COc1ccc(C=NNC(=O)c2cc(C)oc2C)cc1O,10,-3,4,2,-4,35,-17,-1,1,2.2
COc1ccc(C)cc1S(=O)(=O)N(CC(=O)NCc1ccco1)c1ccc(C)cc1,-5,-2,3,-2,-11,-11,-1,1,6,0.9
O=C1N=C(N2CCOCC2)S/C1=C\c1ccc(-c2ccccc2Cl)o1,-8,-2,1,-4,1,8,-16,-39,20,0.9
COc1ccc(OCC(=O)Nc2nc3ccc(NC(C)=O)cc3s2)cc1,-4,3,0,0,23*,9,-50,3,42,-6.3
COC(=O)c1c(NC(C)=O)sc(C(=O)Nc2ccccc2)c1C,0,13,7,-1,-17,36,-2,-1,40,0.0
Cc1cccc(NC(=O)c2sc(C)nc2C)c1,-6,26,-3,-4,-6,34,-22,3,-9,-0.4
O=[N+]([O-])c1ccc(OCCCCN2CCCCC2)cc1,-5,x,-1,4,2,9,4,-2,11,1.3
COc1ccc(-c2nc3c(c(=O)c4ccccc4n3C)c(=O)n2Cc2ccccc2)cc1,-3,0,-4,2,-10,-2,13,-3,32,-1.2
